# Neddyl block – cullin neddylation inhibition. P61081+Q13564. TR-FRET cullin neddylation, biochemical. calls only at 25 µM. 0.58% of 360,000 active. AID 651699; in the data active = inhibition above about 36%
# SUMO1-SIM PPI – SUMO1-SIM interaction modulation | 0.33% of 360,000 active | SUMO1 binding to a labelled peptide, TR-FRET, 1 h | inhibition, % at 20 µM | P63165 | AID 602429; in the data active = inhibition above about 37%
# Target sequence (P63165 whole entry, looked up): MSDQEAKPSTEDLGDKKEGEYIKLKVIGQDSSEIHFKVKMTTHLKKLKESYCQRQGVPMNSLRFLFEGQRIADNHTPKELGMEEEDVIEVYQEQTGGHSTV
# STEP block – STEP (human) phosphatase inhibition. inhibition, % at 20 µM. 0.25% of 360,000 active. AID 588621. recombinant STEP, OMFP fluorogenic substrate, fluorescence;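 active = inhibition at 20 µM, scaled per plate between control wells, above about 37%, limit read from the data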;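 note: 0% = DMSO with enzyme and substrate and 100% = substrate only without enzyme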
# Target sequence (P54829 whole entry, looked up): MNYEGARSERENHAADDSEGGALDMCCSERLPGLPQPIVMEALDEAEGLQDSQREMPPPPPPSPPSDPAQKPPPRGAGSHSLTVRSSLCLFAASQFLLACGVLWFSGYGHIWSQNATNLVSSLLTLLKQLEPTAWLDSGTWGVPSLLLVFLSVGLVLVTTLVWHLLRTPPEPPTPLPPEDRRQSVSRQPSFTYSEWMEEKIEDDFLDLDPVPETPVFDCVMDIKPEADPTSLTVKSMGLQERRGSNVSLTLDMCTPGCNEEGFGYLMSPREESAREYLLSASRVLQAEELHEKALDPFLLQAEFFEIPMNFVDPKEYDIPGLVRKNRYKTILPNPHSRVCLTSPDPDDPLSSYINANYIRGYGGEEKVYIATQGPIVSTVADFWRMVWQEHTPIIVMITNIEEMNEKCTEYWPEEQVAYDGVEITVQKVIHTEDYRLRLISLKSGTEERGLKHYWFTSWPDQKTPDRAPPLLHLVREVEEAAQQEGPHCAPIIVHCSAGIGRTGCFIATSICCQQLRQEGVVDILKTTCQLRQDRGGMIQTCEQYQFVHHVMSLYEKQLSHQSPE
#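 System: STEP (striatal-enriched tyrosine phosphatase) enzyme, cell-free; medium: Bis-Tris pH 6.0 buffer with DTT, detergent; dosing: 20 µM, 1% DMSO; times: reaction 20 min, ambient temperature; detection: fluorescence, 480/540 nm; read-out basis: normalized % inhibition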
# TbMetRS inhib – Trypanosoma brucei MetRS inhibition | 0.4% of 360,000 active | AID 624268 | inhibition, % at 11.9 µM | purified T. brucei MetRS, ATP depletion, Kinase-Glo luminescence;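 active = inhibition above a per-plate cutoff of the control wells' mean inhibition plus 3 SD, cut at about 5.5% in these data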;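 note: 0% = DMSO wells median and 100% = median of wells with control inhibitor compound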
#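 System: purified T. brucei MetRS enzyme / Detection: Kinase-Glo luciferase luminescence reporting remaining unconsumed ATP / Medium: HEPES buffer with MgCl2, KCl, DTT, spermine, BSA, pyrophosphatase / Replication: singlicate, one well per compound / Evaluation: percent inhibition relative to median high and low control wells / Schedule: 2 h aminoacylation at 25 °C after 15 min preincubation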
# NadD block – blocks S. aureus nicotinate mononucleotide adenylyltransferase | 0.78% of 360,000 active | AID 602399 | inhibition, % at 20 µM | purified NadD enzyme, colorimetric absorbance read-out; in the data active = inhibition above about 26%; note: some compounds past the cut are filed as inactive
# LMPTP block – blocks human LMPTP phosphatase; P24666; 0.22% of 360,000 active; inhibition, % at 20 µM; recombinant LMPTP-A, OMFP fluorogenic substrate, fluorescence intensity;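 active = compounds that cut the enzyme signal by at least half of the control window in the single-dose screen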;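 note: plate controls were DMSO wells with enzyme plus substrate for no effect and substrate without enzyme for full effect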
# Target sequence (P24666 whole entry, looked up): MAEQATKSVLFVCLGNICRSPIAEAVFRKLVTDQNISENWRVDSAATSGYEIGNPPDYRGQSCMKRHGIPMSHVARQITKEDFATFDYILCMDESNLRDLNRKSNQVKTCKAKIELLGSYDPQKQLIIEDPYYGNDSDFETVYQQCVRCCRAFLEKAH
#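 test system = LMPTP-A | amount = 0.625 nM LMPTP-A final | reagent = fluorogenic phosphatase substrate OMFP at 400 µM final | incubation = 50 min at room temperature | benchmarks = no-enzyme low control, uninhibited high control | medium = Bis-Tris pH 6.0, DTT, detergent | signal = fluorescence intensity of OMFP turnover product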
# SKN-1 block – blocks SKN-1 activity in C. elegans; 0.49% of 360,000 active; AID 624304; C. elegans VP596 Pgst-4::GFP/RFP ratio, acrylamide-induced, 24 h; inhibition, % at 21.8 µM;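 active = interference check ratio from 0.5 to 1.5 plus GFP to RFP signal ratio inhibition reaching or exceeding a fixed threshold, cut at about 30% in these data, passing the limit was not always enough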; note: some compounds called inactive have numbers as strong as hits
# DNMT1 block – inhibitors of human DNMT1; 0.83% of 360,000 active; P26358; inhibition (reported as % activation of signal), % at 10 µM; DNMT1 molecular beacon, Hinp1I cleavage, fluorescence; in the data active = inhibition above about 50%
# CendR NRP1 mod – modulators of CendR peptide binding to human neuropilin-1. O14786. FAM-RPARPAR peptide binding to NRP-1, fluorescence polarization. inhibition, % at 25 µM. 0.85% of 360,000 active;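 active = inhibition or corrected inhibition above about 18%, plus a signal ratio from 0.5 to 1.5, limit read from the data, passing the limit was not always enough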; note: strong numbers were not always called active
# Scp1 inh – inhibitors of human Scp-1 phosphatase; Recombinant Scp1, phosphopeptide, malachite green phosphate absorbance; inhibition, % at 20 µM; 0.88% of 340,000 active; AID 493091;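 active = inhibition above about 50% at 20 µM, limit read from the data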;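 note: plate controls were DMSO wells with enzyme for no effect and wells lacking enzyme for full effect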
# Target sequence (Q9GZU7 76-261 limits assumed): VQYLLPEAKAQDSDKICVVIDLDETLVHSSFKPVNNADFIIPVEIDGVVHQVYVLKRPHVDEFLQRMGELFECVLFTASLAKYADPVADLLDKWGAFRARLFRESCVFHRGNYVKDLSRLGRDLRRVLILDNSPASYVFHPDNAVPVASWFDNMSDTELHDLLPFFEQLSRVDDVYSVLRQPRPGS
#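 Material – SCP-1 phosphatase catalytic domain, residues 76-261 · Buffer or medium – Acidic Tris acetate buffer with magnesium and detergent · Also added – Phospho 17-mer peptide substrate · Compound – single 20 µM dose, 1% DMSO · Times – 45 min room-temperature reaction, 5 min colour, 30 min stabiliser · Technique – Phosphate-binding colour reagent, absorbance read at 630 nm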
# The depositor's hits bear a star; i = inactive; · = no result given; + = active, no number. No enrichment for hits; 4.6% or so of the library scored in one or more.
SMILES,Neddyl block,SUMO1-SIM PPI,STEP block,TbMetRS inhib,NadD block,LMPTP block,SKN-1 block,DNMT1 block,CendR NRP1 mod,Scp1 inh
CCc1ccc(NC(=O)C2CCCN2S(=O)(=O)c2ccc3c(c2)n(C)c(=O)c(=O)n3C)cc1 (centres undefined),i,3,-4,-0.2,6,-0.2,7,4,-5,-7
CC(=O)N/C(=C/c1ccccc1)C(=O)NCCO,i,-3,-2,-0.9,-5,-0.2,1,5,0,0
COc1ccc(-c2nc3ccc(C)cn3c2NCc2ccccc2)cc1SC1CCCCC1,·,-3,6,-0.2,9,4.3,-3,60*,-23,20
Cc1c(N)c(=O)n(-c2ccccc2)n1C,i,-4,-2,-0.5,-4,0.3,23,1,-6,-1
COc1ccccc1NC(=O)N1CCN(c2ccccc2F)CC1,i,-4,-1,-0.1,2,-0.5,24,11,1,-2
CN(C(=O)COC(=O)Cc1c(Cl)cccc1Cl)c1c(N)n(Cc2ccccc2)c(=O)[nH]c1=O,i,-2,0,-0.3,6,-1.0,17,2,-6,-1
CCC(OC(=O)c1cccs1)C(=O)NCc1ccc(C)cc1 (centres undefined),i,1,-1,0.1,6,1.0,2,0,-6,-1
CN(C)CCOC(=O)Cc1ccc(Cl)cc1,i,1,-3,0.2,-1,-1.1,-3,-2,1,0
CCC(C)(C)C1CCc2c(sc(NC(=O)c3ccccc3C(=O)O)c2C#N)C1 (centres undefined),+,23,4,-0.2,10,2.2,-14,5,-60,-8
Nc1nnc(SCc2cc3c(cc2Cl)OCO3)s1,i,-3,2,-0.3,7,-0.3,10,-1,-9,5
O=C(NCc1ccccc1)c1ccc(-c2ccccc2C(F)(F)F)o1,i,5,-1,-0.2,-5,3.3,13,1,8,8
Cc1c(NC(=O)Nc2cc(F)c(F)cc2Cl)c(=O)n(-c2ccccc2)n1C,i,-10,-1,-1.4,-2,-2.2,14,3,-2,5
Cn1cnnc1SCC(=O)NC(=O)NC1CCCC1,i,-2,-1,-0.6,4,1.3,13,-2,-6,-6
O=C(NCCCN1CCCC1=O)c1ccc2c(c1)ncn2C1CCCCC1,i,0,-1,-0.5,-2,-1.8,-10,1,-7,0
O=C(NNS(=O)(=O)c1ccc(F)c(Cl)c1)c1cccc(S(=O)(=O)N2CCOCC2)c1,i,7,0,-0.4,-3,-2.3,0,1,-5,-10
COc1ccc(C(=O)OCC(=O)NC(=O)NC2CCCC2)c(OC)c1,i,2,0,0.7,-4,0.6,-3,-2,-13,-5
CS(=O)(=O)N1CCn2c1nc1ccccc12,i,-1,-3,-0.1,6,-0.6,5,-1,3,-2
Cc1cccc(N2C(N)=C(C#N)C(C#N)(C#N)C2c2ccccc2)c1 (centres undefined),·,-3,-3,0.0,1,3.7,5,-4,2,-10
CCN(CC)c1ccc(/C=N/OC(C)C(=O)Nc2ccc(C)cc2)cc1 (centres undefined),i,-9,1,-1.4,1,3.2,-9,-1,-7,6
Cn1cc(C=C2C(=O)OC3(CCCCC3)OC2=O)c2ccccc21,i,-23,2,-0.3,-3,1.8,-6,0,10,-11
COc1ccc(N(C(=O)/C=C/c2ccc(OC)c(OC)c2)C2=CC3CCC(C2)N3C)cc1 (centres undefined),i,-9,-1,-0.7,-1,2.3,8,-2,9,-9
CCC1Oc2ccccc2N(CC(=O)NCCCN2CCCC2)C1=O (centres undefined),i,-9,-3,-0.3,-9,-0.9,11,2,-3,-6
Cc1cc(C(=O)CSc2nnnn2-c2ccccc2)c(C)n1-c1ccc2c(c1)OCO2,i,0,3,0.3,0,1.8,7,-7,-8,-12
CCOc1ccc(NC(=O)CSc2nnc(NC(=O)C3CC3)s2)cc1,i,3,0,-0.1,-2,-0.9,6,1,-3,-10
CN1CCN(NC(=O)c2cccc(S(=O)(=O)N3CCCCCC3)c2)CC1,i,2,1,-0.1,-4,-0.7,-1,6,-1,-13
c1cnn(-c2nc(N3CCOCC3)nc(N3CCOCC3)n2)c1,i,3,-2,0.2,5,-0.5,6,0,3,-9
COc1ccc(/C=N/NC(=O)C(=O)Nc2ccccn2)cc1OC,i,-9,2,-0.5,5,-0.5,11,2,2,6
O=C(NCCCO)/C(=C/c1ccco1)NC(=O)c1ccc(Br)o1,i,5,-6,-0.3,-4,0.6,7,19,-6,-6
O=C(CNC(=O)C1CCCCC1)Nc1cc(Cl)cc(Cl)c1,i,-3,0,-0.7,-5,0.4,-25,-1,-4,-7
Cc1ccc(-c2ccc(SCC(=O)NCC3CCCO3)nn2)cc1 (centres undefined),i,-3,-3,-1.4,1,-0.8,-11,3,6,-4
Nc1c([N+](=O)[O-])cnnc1-c1ccccc1,i,-29,-6,0.0,-1,-1.6,0,1,-2,-8
COC(=O)c1cc(NC(=O)CN(C)C2CCS(=O)(=O)C2)cc(C(=O)OC)c1 (centres undefined),i,-1,-4,-0.4,-1,-0.9,-4,3,3,4
CCOC(=O)C(N=Nc1nn[nH]n1)C(C)=O (centres undefined),i,-21,4,-0.1,-3,-1.6,-1,0,19,·
c1ccc(OCc2nc3c4c(ncn3n2)-c2ccccc2CC42CCCC2)cc1,i,1,-1,-0.7,-11,2.1,14,7,7,-10
CON/C=C(\C=Nc1ccc(F)cc1)c1ncc(C(F)(F)F)cc1Cl,i,-4,4,0.0,3,3.8,-20,1,0,-13
COc1cc2c(cc1C=O)OC(C)C2 (centres undefined),i,-8,-1,-0.2,1,0.4,6,2,6,-6
COc1ccnc2c1c(=O)n(Cc1c(F)cccc1Cl)c(=O)n2C,i,8,2,1.1,-2,-1.1,-11,0,10,-7
O=C(NCc1ccccn1)c1cnc2sccn2c1=O,i,1,-3,0.1,0,0.9,-13,5,11,-5
COc1ccc(OC)c(NC(=O)CN2C(=O)C(C)N(c3ccc(C)cc3)C2=O)c1 (centres undefined),i,-10,1,-0.1,-8,0.0,11,1,8,1
Cc1ccc(C(=O)Nc2ncc3c(Cl)cccc3n2)cc1,i,-7,1,-1.2,2,-0.3,-5,2,3,-17
COc1ccc(Nc2nc(N3CCN(S(C)(=O)=O)CC3)nc3ccccc23)c(OC)c1,·,-2,-1,-0.5,-4,8.1,12,3,-1,-7
COc1ccc(/C=N/NC(=O)c2ccc3c(c2)OCCO3)cc1[N+](=O)[O-],i,23,12,-1.4,2,-0.1,-6,-9,-7,6
CC(NC(=O)c1ccc(NS(C)(=O)=O)cc1)c1ccccc1 (centres undefined),i,1,0,-0.2,8,-0.6,-12,3,17,6
Cc1ccc(C(C(=O)NCc2ccco2)N(C(=O)CNC(=O)c2cccs2)c2c(C)cc(C)cc2C)cc1 (centres undefined),i,-5,10,-0.5,8,0.8,-3,49,16,4
O=C(CSc1nnc(NC(=O)C2CCC2)s1)Nc1ccc(N2CCOCC2)cc1,i,8,1,-0.5,7,-2.3,8,0,6,-6

# Reformatted with values under each structure: entries from further up.
# Every second line gives: Neddyl block	SUMO1-SIM PPI	STEP block	TbMetRS inhib	NadD block	LMPTP block	SKN-1 block	DNMT1 block	CendR NRP1 mod	Scp1 inh
O=C(CNC(=O)C1CCCCC1)Nc1cc(Cl)cc(Cl)c1
    i	-3	0	-0.7	-5	0.4	-25	-1	-4	-7
Cc1ccc(-c2ccc(SCC(=O)NCC3CCCO3)nn2)cc1 (centres undefined)
    i	-3	-3	-1.4	1	-0.8	-11	3	6	-4
Nc1c([N+](=O)[O-])cnnc1-c1ccccc1
    i	-29	-6	0.0	-1	-1.6	0	1	-2	-8
COC(=O)c1cc(NC(=O)CN(C)C2CCS(=O)(=O)C2)cc(C(=O)OC)c1 (centres undefined)
    i	-1	-4	-0.4	-1	-0.9	-4	3	3	4
CCOC(=O)C(N=Nc1nn[nH]n1)C(C)=O (centres undefined)
    i	-21	4	-0.1	-3	-1.6	-1	0	19	·
c1ccc(OCc2nc3c4c(ncn3n2)-c2ccccc2CC42CCCC2)cc1
    i	1	-1	-0.7	-11	2.1	14	7	7	-10
CON/C=C(\C=Nc1ccc(F)cc1)c1ncc(C(F)(F)F)cc1Cl
    i	-4	4	0.0	3	3.8	-20	1	0	-13
COc1cc2c(cc1C=O)OC(C)C2 (centres undefined)
    i	-8	-1	-0.2	1	0.4	6	2	6	-6
COc1ccnc2c1c(=O)n(Cc1c(F)cccc1Cl)c(=O)n2C
    i	8	2	1.1	-2	-1.1	-11	0	10	-7
O=C(NCc1ccccn1)c1cnc2sccn2c1=O
    i	1	-3	0.1	0	0.9	-13	5	11	-5
COc1ccc(OC)c(NC(=O)CN2C(=O)C(C)N(c3ccc(C)cc3)C2=O)c1 (centres undefined)
    i	-10	1	-0.1	-8	0.0	11	1	8	1
Cc1ccc(C(=O)Nc2ncc3c(Cl)cccc3n2)cc1
    i	-7	1	-1.2	2	-0.3	-5	2	3	-17
COc1ccc(Nc2nc(N3CCN(S(C)(=O)=O)CC3)nc3ccccc23)c(OC)c1
    ·	-2	-1	-0.5	-4	8.1	12	3	-1	-7
COc1ccc(/C=N/NC(=O)c2ccc3c(c2)OCCO3)cc1[N+](=O)[O-]
    i	23	12	-1.4	2	-0.1	-6	-9	-7	6

# (list continues)
SMILES,Neddyl block,SUMO1-SIM PPI,STEP block,TbMetRS inhib,NadD block,LMPTP block,SKN-1 block,DNMT1 block,CendR NRP1 mod,Scp1 inh
Cc1oc(CC(C)C)cc1C(=O)NCCCC(=O)O,i,-1,1,0.1,-9,-0.1,-1,-5,-2,2
CCOC(=O)c1c(NC(=O)CSc2nc3c(c(=O)n(C)c(=O)n3C)n2C(C)C)sc(C)c1C,i,1,3,-1.5,-1,2.1,-16,7,18,-3
CCC1CCc2c(sc(NC(=O)c3ccco3)c2C(N)=O)C1 (centres undefined),·,0,-5,-1.2,-6,2.4,-1,-10,-12,-8
CC(C)CNc1ncnc2c1ncn2[C@H]1CN(Cc2ccncc2)C[C@@H](CO)O1,i,3,2,-0.3,-2,-1.7,-7,4,-8,·
C#CCOCCOCCOCCNc1nc(N2CCN(C(=O)CCCCCCCCCCNC(=O)Cn3cc(C[C@@H](C)O)nn3)CC2)nc(N2CCN(C(=O)CCCCCCCCCCNC(=O)[C@H](CCCCN)n3cc(CCCC(=O)O)nn3)CC2)n1,i,-1,5,-0.1,7,-8.2,5,-52,-44,17
C[C@H](CO)N1C[C@H](C)[C@@H](CN(C)S(=O)(=O)c2ccc(F)cc2)OCc2cn(nn2)CCCC1=O,i,2,-1,0.2,4,1.2,1,5,-3,·
O=C1CC[C@H](O)CCN1CCSc1ccc(Br)cc1,i,-3,0,-0.3,-1,0.2,3,-1,-4,-3

# High-throughput results (PubChem BioAssay)
